# Yeast superoxide – caloric restriction mimetics inhibiting age-related superoxide in yeast. S. cerevisiae aged cells, superoxide DHE fluorescence; stronger effect = lower value. superoxide response (% of plate mean), % at 10 µM. 330,000 tested, 0.18% active;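 active means superoxide response under a set limit, about three screen SD below normal, cut at about 65% in these data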;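 further: yeast aged for seven days with compound at 30 °C before DHE staining; 100% = average MFI of all compound-treated wells on the plate with controls excluded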
# LAP4-GFP MLPCN – alters LAP4-GFP fluorescence in TOR pathway yeast screen; AID 2023; 320,000 tested, 0.34% active; S. cerevisiae LAP4-GFP multiplex, flow cytometry GFP, 3 h; median GFP as percent of DMSO wells; GFP response vs DMSO, % at 10 µM;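 active means GFP response vs DMSO above a set limit, about the screen mean plus 3 SD, cut at about 150% in these data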
# procasp7 counter – counter-screen: procaspase-7 (human) activation; P55210; recombinant procaspase-7, Ac-DEVD-pNA absorbance 405 nm; D23A/D198A/D206A triple mutant, cannot self-cleave; scale: DMSO 0, 5 µM enzyme 100; activation, % at 8.5 µM; 330,000 tested, 0.093% active;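 active means percent activation above the screen-wide mean plus 3 SD, cut at about 25% in these data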
# Target sequence (P55210 whole entry D23A/D198A/D206A): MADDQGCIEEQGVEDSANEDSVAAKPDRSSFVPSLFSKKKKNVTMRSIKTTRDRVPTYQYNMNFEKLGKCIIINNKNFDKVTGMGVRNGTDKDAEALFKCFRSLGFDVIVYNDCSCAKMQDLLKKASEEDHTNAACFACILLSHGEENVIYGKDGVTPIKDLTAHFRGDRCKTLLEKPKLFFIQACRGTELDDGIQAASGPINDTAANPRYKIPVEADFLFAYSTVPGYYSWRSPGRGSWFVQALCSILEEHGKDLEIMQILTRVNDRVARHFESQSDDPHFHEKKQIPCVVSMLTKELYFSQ
#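 Test system: Procaspase-7 triple mutant (PC-7 D3A). Also added: Ac-DEVD-pNA substrate, 400 µM as added. Schedule: 1 h enzyme–compound preincubation and 2 h substrate reaction, both 25 °C. Signal: p-Nitroaniline absorbance at 405 nm, read at 0 and 120 min. Control set: low DMSO alone, high DMSO plus 5 µM PC-7.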
# MEP2 TOR yeast – alters MEP2-GFP fluorescence in TOR pathway yeast screen. 330,000 tested, 0.51% active. GFP response vs DMSO, % at 10 µM. S. cerevisiae MEP2-GFP strain, flow cytometry GFP, 3 h; 100% = DMSO control level. AID 2016;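 active means GFP response versus DMSO above a set limit, roughly screen mean plus 3 SD, cut at about 180% in these data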;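 further: median GFP fluorescence of the barcode-gated MEP2-GFP cells per well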
# AHR activator – activates the human aryl hydrocarbon receptor. AID 2796. activation, % at 5 µM. AHR-responsive luciferase reporter cells, luminescence. 320,000 tested, 2.5% active; in the data active means activation above about 47%;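 further: 0% = vehicle wells and 100% = reference agonist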
# RPL19A TOR yeast – yeast TOR pathway RPL19A-GFP modulation | percent response vs DMSO, % at 10 µM | S. cerevisiae RPL19A-GFP strain, flow cytometry, 3 h; stronger effect = lower value | 330,000 tested, 0.3% active;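 active means percent response vs DMSO below 50%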;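 further: median channel GFP fluorescence of the barcoded RPL19A-GFP strain; ratio of sample median GFP to plate DMSO average so 100% = DMSO; lower means less RPL19A-GFP as with rapamycin TOR inhibition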
# GASC-1 inh – inhibitors of human GASC-1 (JMJD2C) demethylase | Q9H3R0 | 330,000 tested, 0.069% active | inhibition, % at 2.35 µM | GST-JMJD2C(1-420) H3K9me3 demethylation, DELFIA europium;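 active means more than half of a compound's replicate wells show inhibition beyond 50%, single wells judged on their own value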;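 further: signal counts dimethyl H3K9 product captured on neutravidin plate; 0% = median of DMSO wells and 100% = 0.3 times that DMSO median; strong numbers were not always called active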
# Target sequence (Q9H3R0 1-420 limits assumed): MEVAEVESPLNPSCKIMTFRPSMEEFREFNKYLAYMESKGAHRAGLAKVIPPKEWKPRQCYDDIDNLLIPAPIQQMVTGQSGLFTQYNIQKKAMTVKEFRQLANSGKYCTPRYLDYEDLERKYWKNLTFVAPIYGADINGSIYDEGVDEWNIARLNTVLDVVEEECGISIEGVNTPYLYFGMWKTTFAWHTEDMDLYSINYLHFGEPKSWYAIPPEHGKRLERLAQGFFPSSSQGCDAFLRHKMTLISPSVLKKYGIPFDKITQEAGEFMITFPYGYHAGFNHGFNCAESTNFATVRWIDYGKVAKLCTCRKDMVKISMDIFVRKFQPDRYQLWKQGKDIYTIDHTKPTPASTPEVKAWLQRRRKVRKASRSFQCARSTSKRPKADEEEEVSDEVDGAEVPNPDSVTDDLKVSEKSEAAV
# procasp3 activ – activates human procaspase-3 | recombinant procaspase-3 D3A, Ac-DEVD-pNA absorbance 405 nm | activation, % at 8.5 µM | 330,000 tested, 0.11% active | AID 463141;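 active means activation above the mean of all tested compounds plus 3 SD, cut at about 21% in these data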;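 further: 0% = DMSO alone and 100% = DMSO wells spiked with extra 5 µM PC-3 D3A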
# Target sequence (P42574 whole entry D9A/D28A/D175A): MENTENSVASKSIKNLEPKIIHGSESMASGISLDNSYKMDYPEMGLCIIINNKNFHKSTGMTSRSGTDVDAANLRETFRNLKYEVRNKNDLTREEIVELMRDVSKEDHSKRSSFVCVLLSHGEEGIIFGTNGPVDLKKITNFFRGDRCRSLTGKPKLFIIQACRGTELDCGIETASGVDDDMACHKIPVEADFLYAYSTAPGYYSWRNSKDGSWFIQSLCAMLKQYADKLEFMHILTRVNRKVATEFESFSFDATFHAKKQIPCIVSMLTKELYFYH
#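 Evaluation: percent activation relative to control range; Material: Procaspase-3 D3A mutant, all three cleavage aspartates alanine; Compound: single dose, 8.5 µM nominal compound, 0.8% DMSO; Replication: one well per compound; Signal: absorbance at 405 nm, 0 and 120 min; Schedule: 1 h preincubation plus 2 h reaction at 25 °C.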
# Starred values were filed as active, the others as inactive; · = not tested or not shown; & = joins results of further samples.
SMILES,Yeast superoxide,LAP4-GFP MLPCN,procasp7 counter,MEP2 TOR yeast,AHR activator,RPL19A TOR yeast,GASC-1 inh,procasp3 activ
Cc1ccc(CCN2C(Nc3ccccc3)=NC[C@@H]2C)cc1,102,115,-2,95,-2,106,-1,8
O=C(c1cc2ccccc2o1)N(Cc1nnc(-c2ccccc2Cl)o1)C1CC1,105,120,6,100,5,98,2,0
CCc1cc2c(-c3ccccc3)cc(=O)oc2cc1OC(C)C(=O)O (stereo unspecified),104,100,-7,106,-1,104,-9,11
COc1cc(/C=C/C(=O)NC(C)C)ccc1OCc1ccccc1,102,95,8,105,9,101,-1,-3
CC1CCN(CC(=O)Nc2ccc(S(=O)(=O)NC3CC3)cc2)CC1,91,104,4,99,-1,99,-5,13
CC[n+]1ccc(C)c2cc(SC(F)(F)F)ccc21,106,97,4,100,-2,101,-10,1
Cc1cc(C)nc(N/N=C/c2cccc3ccccc23)n1,114,101,-2,106,89*,97,-8,5
COc1ccc(N(CC(=O)NCc2ccco2)S(=O)(=O)c2ccc(C)cc2)cc1OC,96,96,-3,105,2,101,-5,-10
Cc1ccccc1OCC(=O)Nc1cccc(N(C)S(C)(=O)=O)c1,102,101,3,101,7,95,6,1
CCOc1ccc(/C=C/C(=O)C(C(N)=O)=C2SCCS2)cc1,104,93,-10,97,12,100,-5,-4
COc1ccc(-n2cnc3scc(-c4ccccc4)c3c2=O)cc1,93,100,-4,94,6,102,8,-2
O=C(Nc1ccccc1)N(C1=NCCCCS1)c1ccccc1,105,108,-2,139,3,86,8,-5
COC(=O)c1cccnc1SCc1ccccc1,87,106,2,102,0,98,11,-1
COC(=O)c1ccc(CSc2nc3ccccc3[nH]2)o1,100,·,11,98,3,95,21,-6
CCOC(=O)N1CCN(CC(=O)Nc2ccc(F)cc2)CC1,96,88,8,97,-1,96,-5,2
Cc1nc2cc(C(F)(F)F)ccc2n1C1CCN(CC(=O)N2CCOCC2)CC1,147,105,-10,110,0,100,1,5
COc1cccc(C(=O)CC(=O)C(=O)Nc2ccc(C)cc2Cl)c1,107,99,3,110,-1,104,-4,9
O=S1(=O)C=C(SCCN2CCCC2)c2ccccc21,96,100,-3,106,1,105,-4,1
O=[N+]([O-])c1ccc(S(=O)(=O)c2cccc(C(F)(F)F)c2)nc1,151,·,-21,102,-1,70,-18,-23
COCCNC(=S)N(CCc1c(C)[nH]c2ccc(C)cc12)Cc1ccco1,94,105,-1,63,21,88,-41,4
CC(C)Nc1nnc(SCC(=O)Nc2ccc(F)cc2)s1,101,98,-7,105,36,99,-7,-1
CCc1c(C2(O)CCCCC2)[nH]c2c(C(=O)OC)cc(Cl)cc12,106,91,6,110,2,104,-1,8
NC(=O)COC(=O)CC(NC(N)=O)c1ccc(Cl)cc1 (stereo unspecified),106,97,5,106,0,104,1,4
O=C(NCC1CC1)c1cc([N+](=O)[O-])cc([N+](=O)[O-])c1,111,94,-5,110,0,108,0,6
COc1ccc(C(=O)NCCS(=O)(=O)NCc2cccs2)cc1,100,103,-2,92,1,95,-3,0
COC(=O)c1sc(S(=O)(=O)Nc2ccc(Br)cc2)c(C(=O)OC)c1C,94,108,-3,98,2,104,11,2
COc1cc(C(=O)Nc2nnc(C(F)(F)F)s2)c([N+](=O)[O-])cc1OC,101,104,-8,97,1,101,-1,-3
CCCCOP(=O)(c1ccc(N(C)C)cc1)C(O)c1cccnc1 (stereo unspecified),86,93,-1,96,0,99,6,-4
CC(C)C(=O)NC(=S)NCC(=O)c1ccccc1,110,98,-7,94,6,89,-5,-7
COc1cc(C(=O)NCc2cccs2)ccc1OCc1c(C)noc1C,79,100,15,110,0,94,5,3
CCOC(=O)N1CCN(C(=O)CSc2ccc3nnc(-c4ccccn4)n3n2)CC1,85,106,7,100,9,97,3,5
O=C(CN1C(=O)COc2ccccc21)N(Cc1cccnc1)Cc1ccccc1F,105,101,-2,99,15,98,-12&10,-6
COc1ccc(C)cc1NC(=O)Cn1c(=O)oc2ccccc21,139,92,-11,105,6,101,1,1
CC(C)(C)c1cc(O)c(C(C)(C)C)cc1O,52*,138,4,94,-3,89,1,7
COc1cccc(C(=O)Nc2cc(OC)ccc2NC(=O)c2ccco2)c1,109,103,5,99,21,94,0,-4
COc1cccc(NC(=O)Nc2ccc(Br)cn2)c1,110,105,9,105,9,112,9,-5
S=C(Nc1ccc(Cl)cc1)NC1CC2CCC(C1)N2Cc1ccccc1 (stereo unspecified),100,102,5,106,4,111,-2,7
O=C(CCN1CCN(C/C=C/c2ccccc2)CC1)Nc1ccc(Cl)cc1,94,97,-3,113,1,108,-3,-1
CC(=O)Nc1ccc(NC(=O)C(C)Sc2nnc(-c3cccs3)o2)cc1 (stereo unspecified),95,97,-5,106,-1,109,-4,0
COc1ccc(Br)cc1CN1CCN(Cc2c[nH]c3ccccc23)CC1,86,99,8,102,26,103,8,-2
CC1(C)Cc2c(sc3nc4n(c(=O)c23)CCC4)CO1,105,96,1,98,2,96,1,10
Cc1c(CC(=O)NCCCO)c(=O)oc2cc3c(cc12)CCC(C)(C)O3,96,101,6,109,2,109,3,9
O=C(c1cc2ccccc2o1)N1CCN(S(=O)(=O)c2ccc(Cl)s2)CC1,157,89,-7,96,2,94,6,-6
Cc1ccc(C)c(NC(=O)CSc2nnc(CSc3nc(C)cc(C)n3)n2Cc2ccco2)c1,98,102,8,97,3,99,2&5,-7
CN(C)/C=C/C=C1C(=O)CCCC1=O,113,95,-11,94,-1,92,29,-4
CN(C)C(=O)c1nc(C#N)c(N(C)C)o1,113,108,5,111,-2,105,-4,6
COc1ccc(Cn2c(CCC(=O)Nc3ccccc3)nc3cccnc32)cc1,94,92,1,96,6,94,-11,-1
COC(=O)c1ccc2c(=O)n(-c3ccc(OC)cc3)c(=S)[nH]c2c1,103,107,0,100,10,105,-8,-2
O=C(CN1CCN(c2cccc(Cl)c2)CC1)NC1CCCc2ccccc21 (stereo unspecified),108,102,4,99,1,100,-7,-1
O=S(=O)(NCc1ccccc1Cl)c1cnc[nH]1,112,91,4,96,1,104,-6,12
CC(C)Cn1c(N)c(C(=O)COC(=O)CCc2nc3ccccc3c(=O)[nH]2)c(=O)n(C)c1=O,81,103,-10,99,-1,100,4,-1
Oc1cncc(-c2cccnc2)c1,112,98,7,94,8,95,-3,-2
COc1ccccc1NS(=O)(=O)c1ccc(C(=O)NCc2ccncc2)cc1,100,100,-7,98,1,99,-3,1
c1ccc2c(c1)[nH]c1c(NCC3CCCO3)ncnc12 (stereo unspecified),93,105,7,112,28,98,-31,2
COc1ccccc1CNC(=O)CNC(=O)Cn1cnc2ccccc2c1=O,102,94,-2,94,1,92,0,6
O=C(NNC(=O)c1ccc([N+](=O)[O-])cc1Cl)c1ccncc1,83,98,-2,104,7,105,-5,8
COc1ccc(CCN2CC(C(=O)OCC(=O)N(C)Cc3ccccc3)CC2=O)cc1OC (stereo unspecified),91,102,-1,105,-2,98,0,-5
CCCCOC(=O)C1CCC[C@@H](C)N1 (stereo partly specified),112,165*,-6,135,1,95,-12,6
COc1cccc(OCCOCCN(C)CCO)c1,98,94,12,93,1,94,7,-7
COc1ccc(CCN2C(=O)CC(NCc3ccc4c(c3)OCO4)C2=O)cc1OC (stereo unspecified),84,93,-37,106,5,103,11,-34

# Other structures follow.
SMILES,Yeast superoxide,LAP4-GFP MLPCN,procasp7 counter,MEP2 TOR yeast,AHR activator,RPL19A TOR yeast,GASC-1 inh,procasp3 activ
O=C(CC1C(=O)NCCN1C/C=C/c1ccccc1)NCCc1cccnc1 (stereo unspecified),91,109,5,98,0,97,-17,0
O=C(O)Cc1csc(NC(=O)CSc2nnnn2-c2ccc(O)cc2)n1,99,·,-3,111,0,105,5,-4
Nc1c(C(=O)NCc2ccc3c(c2)OCO3)nnn1Cc1cccc(F)c1,83,96,8,102,1,96,-2,4
COc1ccccc1/C=C/C=N/n1c(-c2ccco2)n[nH]c1=S,91,113,-14,105,9,113,-11,1
CCOc1ccc(NC(=O)NCCCCc2ccccc2)cc1,102,85,3,88,14,100,21,5
COc1ccc(OC)c(NC(=O)CSc2nc3[nH]c(=O)cc(O)c3s2)c1,79,107,-32,108,-1,100,7,-13
COc1ccc(S(=O)(=O)N(C)CC(=O)N2CCCCCC2)cc1,100,95,14,109,12,108,-2,-7
O=C(CCS(=O)(=O)c1ccccc1)N1CCOCC1,97,93,7,99,8,101,-11,1
COc1ccccc1N=Nc1ccc(O)c2ncccc12,95,249*,6,118,51*,98,1,8
COc1cccc(C2C3=C(N=c4s/c(=C\c5cccc(O)c5)c(=O)n42)c2ccccc2CC3)c1OC (stereo unspecified),108,90,4,98,0,97,-3,-2
COc1ccc(N2C(=S)N=C(Nc3cccc(C)c3)C23CCCCC3)cc1,110,91,-1,102,5,102,-3,0
COCCn1nnnc1C(c1ccc(Cl)cc1)N1CCN(C(=O)c2ccco2)CC1 (stereo unspecified),81,91,-2,104,0,97,5,-5
CC(NC(=O)c1cnc2ccccc2n1)c1ccccc1 (stereo unspecified),98,109,1,112,47,103,5,5
O=C(NC(c1cccnc1)C(F)(F)F)c1cc(COc2ccc3c(c2)CCCC3)on1 (stereo unspecified),130,109,8,112,7,104,-6,2
OCCC1CN(Cc2ccc(Oc3ncccn3)cc2)CCN1C1CCCC1 (stereo unspecified),86,86,7,105,1,98,-6,2
CCOc1ccc(CNc2ccc3c(c2)ncn3C(C)(C)C)cc1,93,98,5,94,8,97,19,-4
C[C@@H](OC(=O)c1[nH]cnc1C(=O)N1CCc2ccccc2C1)c1ccccc1,112,106,7,104,4,99,-1,-2
Cc1ccccc1C(=O)NNC(=O)C1CCN(C(=O)Nc2ccccc2)CC1,90,103,-1,106,5,100,8,8
CCCSc1nc2c3c(sc2c(=O)[nH]1)CC(C)(CC)OC3 (stereo unspecified),106,97,11,94,1,93,-39,7
CCCn1nc(NS(=O)(=O)c2cccc3nonc23)c2cc3cccc(C)c3nc21,95,99,-4,108,5,102,2,-2

# Some entries already given, limited to RPL19A TOR yeast, LAP4-GFP MLPCN and Yeast superoxide:
SMILES | RPL19A TOR yeast | LAP4-GFP MLPCN | Yeast superoxide
CCOc1ccc(CNc2ccc3c(c2)ncn3C(C)(C)C)cc1 | 97 | 98 | 93
C[C@@H](OC(=O)c1[nH]cnc1C(=O)N1CCc2ccccc2C1)c1ccccc1 | 99 | 106 | 112
Cc1ccccc1C(=O)NNC(=O)C1CCN(C(=O)Nc2ccccc2)CC1 | 100 | 103 | 90
CCCSc1nc2c3c(sc2c(=O)[nH]1)CC(C)(CC)OC3 (stereo unspecified) | 93 | 97 | 106
CCCn1nc(NS(=O)(=O)c2cccc3nonc23)c2cc3cccc(C)c3nc21 | 102 | 99 | 95

# Another view of part of the listing above.
SMILES	Yeast superoxide	LAP4-GFP MLPCN	procasp7 counter	MEP2 TOR yeast	AHR activator	RPL19A TOR yeast	GASC-1 inh	procasp3 activ
O=C(NC(c1cccnc1)C(F)(F)F)c1cc(COc2ccc3c(c2)CCCC3)on1 (stereo unspecified)	130	109	8	112	7	104	-6	2
OCCC1CN(Cc2ccc(Oc3ncccn3)cc2)CCN1C1CCCC1 (stereo unspecified)	86	86	7	105	1	98	-6	2
CCOc1ccc(CNc2ccc3c(c2)ncn3C(C)(C)C)cc1	93	98	5	94	8	97	19	-4
C[C@@H](OC(=O)c1[nH]cnc1C(=O)N1CCc2ccccc2C1)c1ccccc1	112	106	7	104	4	99	-1	-2

# Outcome played no part in choosing rows. Share with any hit: about 3.8%.
